# Source: PubChem BioAssay
# POLB inh: inhibitors of human DNA polymerase beta; AID 485314; 340,000 tested, 1.3% active; Potency, µM (top dose mostly 114 µM), inactives show at the highest dose activity change, negative = inhibition, hits mostly inhibitors; Pol beta primer extension/strand displacement, fluorescence kinetic; P06746; note: potency is the fitted concentration of half-maximal effect; % is set by controls: 0 for no effect and ±100 for the full control effect
#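 Preincubation: enzyme (10 nM) with compound, 15 min, RT. Reaction: substrate added to 50 nM final. Reads: 0 and 10 min. Analysis: normalized, Hill fit.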
# POLK inh: blocks human DNA polymerase kappa activity | Q9UBT6 | purified Pol kappa, fluorescent DNA synthesis assay, 10 min | Potency, µM (highest dose often 107 µM), for the others: at the top dose activity, negative = inhibition, most hits filed as inhibitors | 400,000 tested, 0.53% active; note: potency is the fitted concentration of half-maximal effect; % is set by controls: 0 for no effect and ±100 for the full control effect
#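 10 nM Pol kappa preincubated 15 min at room temperature with compounds, then reaction started with substrate at 50 nM final. Fluorescence read kinetically at 0 and 10 min; buffer-only wells served as negative control.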
# APEX1 inh: inhibitors of human APE1 endonuclease. P27695. recombinant APE1, TAMRA/BHQ-2 abasic DNA cleavage fluorescence. Potency, µM (highest dose often 65.8 µM), for inactives: at the top dose activity change, negative = inhibition, usual class: inhibitors. 350,000 tested, 0.35% active;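 note: potency is the fitted concentration of half-maximal effect; plate controls were vehicle for no effect and reference inhibitor for full effect; nearly all actives have a fitted effect of over 55% in size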
#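 APE1 at 0.75 nM preincubated 15 min at room temperature with compound. Reaction then started with 50 nM double-stranded THF-abasic substrate labelled with TAMRA/BHQ-2, and 525/598 nm fluorescence read kinetically. Activity taken as third-minus-first read difference, normalized to DMSO and NSC13755 controls.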
# POLI inh: DNA polymerase iota (human) inhibition | Q9UNA4 | Pol iota fluorescent replication assay, 10 min | Potency, µM (top dose mostly 115 µM), for the others: at the top dose activity, negative = inhibition, hits mostly inhibitors | 390,000 tested, 1% active | AID 588590; note: potency is the fitted concentration of half-maximal effect
#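 Pol iota at 10 nM preincubated 15 min with compounds at room temperature; reaction started with fluorescent substrate, 50 nM final. Fluorescence read kinetically at 0 and 10 min; buffer-only wells as negative control.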
# Anesthetic bind: binds horse apoferritin like a general anesthetic | 350,000 tested, 0.074% active | Potency, µM (series often up to 77.5 µM), for inactives: top-dose activity change, negative = displacement, hits mostly inhibitors | P02791 | apoferritin/1-aminoanthracene competitive binding, fluorescence; note: potency is the fitted concentration of half-maximal effect; % is set by controls: 0 for no effect and ±100 for the full control effect; nearly all actives have a fitted effect of over 20% in size
#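 Steps: apoferritin (10 uM) was premixed with half-saturated 1-AMA in PBS, compounds were pin-transferred, plates stood 10 min at room temperature, fluorescence was read at 380/535 nm, and curves were fitted with a Hill equation.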
# 12-LOX inh: ALOX12 (human) lipoxygenase inhibition; AID 1671190; purified 12hLO, xylenol orange hydroperoxide absorbance; Potency, µM (series often up to 108 µM), for the others: at the top dose activity change, negative = inhibition, most hits filed as inhibitors; 580,000 tested, 1.1% active; P18054; note: potency is the fitted concentration of half-maximal effect; % is set by controls: 0 for no effect and ±100 for the full control effect
# Target sequence (P18054 whole entry, looked up): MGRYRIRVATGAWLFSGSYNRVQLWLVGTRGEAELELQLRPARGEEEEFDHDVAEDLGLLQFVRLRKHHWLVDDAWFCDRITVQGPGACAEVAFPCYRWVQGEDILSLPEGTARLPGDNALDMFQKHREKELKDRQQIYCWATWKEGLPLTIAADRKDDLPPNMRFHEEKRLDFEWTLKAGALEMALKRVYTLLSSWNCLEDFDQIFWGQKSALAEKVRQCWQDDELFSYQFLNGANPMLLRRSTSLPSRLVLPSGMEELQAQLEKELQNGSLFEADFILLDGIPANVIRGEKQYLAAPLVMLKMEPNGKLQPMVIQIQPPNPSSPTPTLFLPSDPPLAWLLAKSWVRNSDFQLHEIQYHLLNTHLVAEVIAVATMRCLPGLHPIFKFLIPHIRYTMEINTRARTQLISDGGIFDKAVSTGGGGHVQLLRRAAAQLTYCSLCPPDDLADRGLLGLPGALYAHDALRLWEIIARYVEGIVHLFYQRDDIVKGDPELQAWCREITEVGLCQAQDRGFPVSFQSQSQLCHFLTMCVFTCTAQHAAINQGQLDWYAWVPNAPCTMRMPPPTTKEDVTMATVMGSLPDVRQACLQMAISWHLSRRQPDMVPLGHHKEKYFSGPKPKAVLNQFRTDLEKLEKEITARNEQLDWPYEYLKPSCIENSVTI
#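 Purified human 12hLO (150 nM final) in 25 mM Hepes, 0.01% Triton X-100, pH 7.0 was preincubated 15 min at room temperature with compound. Then 40 uM arachidonic acid was added, 30 min. Hydroperoxide was read by Fe-XO absorbance ratio 573/405 nm.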
# ERG Ets-DNA blk: blocks human ERG Ets domain binding to DNA; P11308; 370,000 tested, 0.028% active; fluorescence polarization, His-ERG Ets domain / labelled DNA; Potency, µM (titrated, usually from 76.9 µM), for inactives: at the top dose FP activity, negative = inhibition, hits mostly inhibitors; active = well fitted inhibition curve with a large enough effect in the polarisation, with a control signal flat; inconclusive = small, poorly fitted or top-dose-only effect, or effect the other way, or a change in a side signal; inactive = no such curve, though single readings can be large or run the other way; the % refers to the polarisation;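 note: polarization taken with two DNA probes labelled with fluorescein and Texas red; potency is the fitted concentration of half-maximal effect; % of control where 0% means no effect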
#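 His-tagged ERG Ets domain (1 uM in the protein solution; 300mM KCl, 50mM Tris-HCl, 1mM EDTA, 1mM DTT, pH 7.5) received compound, then a probe mix of 5 nM fluorescein-DNA and 100nM Texas-615-DNA. Fluorescence polarization was read for both dyes.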
# TRHR ag: activates the human TRH receptor; 360,000 tested, 0.18% active; P34981; activation, % at 2 µM; TRHR cells, calcium flux fluo-8, FDSS agonist mode; in the data active = activation above about 30%; note: 0% is about no effect
# Target sequence (P34981 whole entry, looked up): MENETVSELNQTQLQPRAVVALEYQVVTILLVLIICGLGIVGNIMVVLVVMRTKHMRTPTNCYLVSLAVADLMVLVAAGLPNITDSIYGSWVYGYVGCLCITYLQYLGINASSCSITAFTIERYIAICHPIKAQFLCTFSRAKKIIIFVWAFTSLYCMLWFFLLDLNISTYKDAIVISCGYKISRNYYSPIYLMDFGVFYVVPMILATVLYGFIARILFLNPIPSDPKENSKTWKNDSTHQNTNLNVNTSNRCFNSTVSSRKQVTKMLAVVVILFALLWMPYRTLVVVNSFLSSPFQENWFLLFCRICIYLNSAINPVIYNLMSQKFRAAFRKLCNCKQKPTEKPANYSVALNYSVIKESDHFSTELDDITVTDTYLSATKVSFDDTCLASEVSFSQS
#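 Agonist-mode FDSS calcium read (Ex 480/Em 530, 1 s cycles) in 1536-well TRHR cells with fluo-8 dye, after 10-cycle baseline and 23 nL compound addition; TRH at EC20 (10 nM final) added afterwards for the enhancer phase.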
# BLM helicase inh: Bloom syndrome helicase (human) inhibition; P54132; recombinant BLM DNA unwinding, fluorescence dequenching; Potency, µM (titrated, usually from 56.1 µM), for inactives: top-dose activity change, negative = inhibition, hits mostly inhibitors; 350,000 tested, 0.2% active;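 note: potency is the fitted concentration of half-maximal effect; plate controls were vehicle for no effect and no enzyme for full effect; nearly all actives have a fitted effect of over 35% in size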
# The depositor's hits bear a star; ? = inconclusive; . = no result given; & = joins results of further samples; [ ] = dose if it differs, or a comment. Unless noted, calls come from the whole dose curve; as a rule, active = well fitted curve in the direction sought with a large enough effect; inconclusive = small, poorly fitted or top-dose-only effect, or another doubt; inactive = no such curve, though single readings can be large; an effect the other way counts as inactive or inconclusive.
SMILES,POLB inh,POLK inh,APEX1 inh,POLI inh,Anesthetic bind,12-LOX inh,ERG Ets-DNA blk,TRHR ag,BLM helicase inh
Nc1ncnc2c1ncn2[C@@H]1O[C@H](CNC(=O)[C@@H](N)Cc2ccc(C(F)(F)F)cc2)[C@@H](O)[C@H]1O,.,-8%,-21%,23%,.,35%[activator],-6%,.,.
CCOC(=O)c1nn(-c2ccc(OC)cc2)c(=O)c2c(N)scc12,-21%,-2%,27%&-3%,?,-8%,?,4%,-0.3&-0.1,-11%
Nc1ccc2nc(SCc3ccccc3F)sc2c1,3%,-6%,-6%,50%[activator],?,5%,6%,-0.5,-6%
CC(C)c1ccc(OCC(=O)Nc2ccc(S(=O)(=O)Nc3ccccn3)cc2)cc1,26%,12%,3%,105%[activator],-14%,-6%,-6%,0.3,-5%
Cc1ccc(S(=O)(=O)Nc2cc3c4c(c2)CCC(=O)N4CCC3)cc1,.,-11%,1%,12%,.,?,0%,-0.3,.
CSC1=NCCN1C(=O)C12CC3CC(CC(C3)C1)C2,39%,-3%,-1%,41%[activator],?,0%,4%,-0.1,-2%
O=[N+]([O-])c1ccccc1S(=O)(=O)N1CCN(S(=O)(=O)c2ccc3c(c2)OCCO3)CC1,.,8%,15%,21%,.,.,.,0.2,.
COc1ccc(Cl)cc1C(=O)NCCCSc1ccccc1,-6%,-5%,6%,4%,-10%,-25%,2%,-0.6,-5%
O=C(c1ccco1)N1CCN(C(=O)C2CCN(S(=O)(=O)c3cccs3)CC2)CC1,6%,-24%,-12%,?,-8%,11%,-5%,1.4,-8%
CN(CC(=O)Nc1ccc(OC(F)F)cc1)S(=O)(=O)/C=C/c1ccccc1,.,-1%,-9%,8%,.,0%,-4%,.,.
O=C(CSc1nc2ccccc2c(=O)n1CCCO)N1CCc2ccccc21,-18%,-15%,28%,7%,-2%,-19%,-3%,0.1,1%
S=c1[nH]nc(-c2cccc(Cl)c2)n1/N=C/c1ccc(-c2ccccc2Br)o1,22%,0%,?,3%,-9%,-18%,-6%,-0.1,-9%
CC(=O)N1CN(S(=O)(=O)c2ccc(C)cc2)CC1C (stereo not drawn),22%,3%,2%,13%,-6%,20%,.,0.8,-1%
O=C(COC(=O)CNS(=O)(=O)c1ccc(F)c(F)c1F)NC1CC1,.,-2%,33%,43%[activator],.,-21%,4%,0.4,.
Cc1ccccc1-n1ccnc1SCC(=O)NC1CCCC1,16%,17%,6%,-12%,4%,0%,1%,-0.1,-2%
COc1ccc(-c2csc3ncnc(N4CCN(S(=O)(=O)c5cccc(F)c5)CC4)c23)cc1,.,-23%,-16%,3%,.,9%,2%,0.5,.
CCNC(=S)N1CCN(CC(=O)Nc2ccc(Br)cc2)CC1,-1%,-9%,-3%,10%,8%,20%,-18%,0.0,0%
CCCCNC(=O)CSc1nc2n[nH]c(C)c2c(=N)n1-c1cccc(Cl)c1C,-4%&4%,-5%[60.1 µM],-1%,5%,1%&5%,-4%&0%,15%&-4%,-0.8&0.9,2%&5%
Cc1cccc(CSc2ncc(CO)n2C)c1,29%,3%,1%,4%,-10%,0%,-23%,0.5,0%
Cc1cc(NC(=O)Cn2c(C)nc3ccccc3c2=O)ccc1Br,0%,-3%,1%,9%,-16%,81%,2%,0.3,-2%
CCOC(=O)CC/C(C)=N\N=C1\SC(CC(=O)O)C(=O)N1c1ccccc1 (stereo not drawn),15%,3%,-13%,3%,0%,-21%,-4%,0.3,-4%
Cc1ccc(-c2noc(-c3cccnc3NCc3ccco3)n2)cc1,-2%,-1%,.,18%,-16%,0%,0%,0.9,-3%
C#CCSc1[nH]c(=O)cc(C)c1C#N,14%,0%,1%,0%,-4%,-21%,15%,0.8,0%
CCOc1ccc(N2CC(C(=O)Nc3ccccc3F)CC2=O)cc1 (stereo not drawn),21%,-11%,10%,33%[activator],-4%,0%,-12%,-0.8,-3%

# Some of these compounds in order of number of heavy atoms, smallest number first.
SMILES,POLB inh,POLK inh,APEX1 inh,POLI inh,Anesthetic bind,12-LOX inh,ERG Ets-DNA blk,TRHR ag,BLM helicase inh
CC(=O)N1CN(S(=O)(=O)c2ccc(C)cc2)CC1C (stereo not drawn),22%,3%,2%,13%,-6%,20%,.,0.8,-1%
CCNC(=S)N1CCN(CC(=O)Nc2ccc(Br)cc2)CC1,-1%,-9%,-3%,10%,8%,20%,-18%,0.0,0%
O=C(COC(=O)CNS(=O)(=O)c1ccc(F)c(F)c1F)NC1CC1,.,-2%,33%,43%[activator],.,-21%,4%,0.4,.
Cc1ccc(-c2noc(-c3cccnc3NCc3ccco3)n2)cc1,-2%,-1%,.,18%,-16%,0%,0%,0.9,-3%

# Next section.
SMILES,POLB inh,POLK inh,APEX1 inh,POLI inh,Anesthetic bind,12-LOX inh,ERG Ets-DNA blk,TRHR ag,BLM helicase inh
CC1=C([N+](=O)[O-])C(c2ccccc2C(F)(F)F)NC(=O)N1C (stereo not drawn),0%,2%,-4%,-10%[58.9 µM],-13%,0%,-23%,-0.1,-1%
CN(C)C(=O)C[n+]1cccc(/C=N/O)c1,38%,1%,-4%,44%[activator],2%,2%,-23%,0.5,-14%
CCOC(=O)COc1ccc(Br)cc1/C=C1\SC(N)=NC1=O,?,-13%,-18%,8%,-8%,17%,9%,-0.5,-9%
Cc1ccc(S(=O)(=O)N2CCN(S(C)(=O)=O)C2C)cc1 (stereo not drawn),.,-17%,11%,7%,.,6%,-10%,-0.1,.
Cc1nc(COc2ccc(C(=O)Nc3ccccc3N3CCOCC3)cc2)cs1,1%,-1%,27%,20%,-15%,0%,2%,-0.4,-7%
CCC1CCCCN1C(=O)CCS(=O)(=O)c1cc2c(cc1C)NC(=O)CO2 (stereo not drawn),10%,5%,.,30%,37%[activator],-1%,5%,-0.4,-11%
CC(C)(C)c1nc(-c2ccccc2)nc2c1OCCC2,.,4%,28%,7%,.,9%,-6%,0.1,.
O=C(O)CSc1c2c(nc3cc(C(=O)Nc4cccc(C(F)(F)F)c4)ccc13)CCC2,?,?,6%,?,-1%,45µM*,14%,0.3,-13%
Cc1ccc(SCC(=O)OCC(=O)NCC2CCCCC2)cc1C,.,-10%,-5%,6%,.,?,-4%,-0.3,.
N/C(=N\OC(=O)c1cccc2ccccc12)c1ccccn1,-18%,-2%,4%,1%,-13%,0%,4%,-1.0,5%
COc1ccc(-c2csc(NC(=O)CSc3nnc(Nc4ccccc4C)s3)n2)cc1,21%,1%,-8%,-2%,-13%,-9%,-9%,-0.1,-2%
CCOC(=O)c1sc2ccccc2c1S(=O)(=O)N1CCN(c2cccc(C)c2C)CC1,7%,-3%,.,28%,-6%,-13%,0%,0.4,-6%
O=C(NN1CCOCC1)c1ccccc1F,45%,-9%,9%,17%,0%,3%,-11%,0.5,-2%
Cn1nc(C(=O)OCC(=O)Nc2ccccc2[N+](=O)[O-])c2ccccc2c1=O,.,10%,9%,-5%,.,-6%,3%,1.3,.
Cc1ccc(S(=O)(=O)N(C)Cc2nc(-c3ccncc3)no2)cc1,19%,-4%,2%,18%,-4%,-4%,12%,0.0,-1%
COc1ccccc1NC(=O)N1c2ccccc2NC(=O)CC1C (stereo not drawn),30%,-8%,0%,97%[activator],-10%,?,-11%,-0.2,-1%
COc1ccc(S(=O)(=O)N(C)CC(=O)Nc2ccccc2C(F)(F)F)cc1,9%,-14%,1%,-10%,-1%,14%,-11%,-0.9,-3%
CO[C@H]1CC[C@@]2(C)[C@@H](CC[C@@H]3[C@@H]2CC[C@@]2(C)[C@H]3C[C@H](C(=O)N[C@@H](CCCN=C(N)N)C(=O)NCC(=O)N[C@@H](CC(=O)O)C(N)=O)O[C@]23CCCO3)C1,.,5%,-18%,-26%,.,.,6%,.,.
Cn1ncc(S(=O)(=O)Cc2ccccc2)c(Cl)c1=O,2%,0%,-1%,30%[activator],-6%,14µM*,3%,0.6,-1%
CCOc1ccccc1N(CC(=O)Nc1ccccc1C(=O)OC)S(C)(=O)=O,1%,-13%,-4%,2%,-11%,?,4%,-0.1,-4%
COc1ccc(CC(=O)N2CCN(c3ccccc3OC)CC2)cc1,-8%,-6%,13%,-14%,-12%,-4%,-7%,0.3,-3%
CCC(=O)Nc1ccc(C(=O)COC(=O)C(CCSC)NC(=O)COc2ccccc2)cc1 (stereo not drawn),.,-18%,12%,26%,.,-9%,-5%,0.6,.
O=C(Oc1ccc(/C=N/Nc2nc(N3CCCCC3)nc(N3CCCCC3)n2)cc1)c1ccco1,3%,-8%,-5%,-17%,-4%,7%,12%,-0.2,-1%
CC(=O)c1cccc(NC(=O)/C(=C\c2ccco2)NC(=O)c2ccco2)c1,17%,-4%,33%,35%[activator],-7%,?,8%,0.0,-2%
CCN1CCN(C(C)CCc2ccccc2)CC1 (stereo not drawn),11%,-5%,14%,83%[activator],-2%,?,6%,0.6,1%
CCOC(=O)c1cnc2nc(SC)nn2c1N,-1%,-7%,-4%,68%[activator],1%,1%,-6%,-0.5,-1%
Cc1cc(C(=O)CN2C(=O)NC(CC(C)C)C2=O)c(C)n1C1CC1 (stereo not drawn),.,-8%,30%,21%,.,-1%,5%,.,.
O=C(CCNS(=O)(=O)c1ccccc1C(F)(F)F)N1CCN(S(=O)(=O)c2cccc(Cl)c2)CC1,.,-19%,0%,19%,.,13%,4%,-1.0,.
O=C(CCCOc1cccc(Br)c1)NC1CCC(O)CC1 (stereo not drawn),9%,0%,13%,-1%,?,0%,15%,1.7,-1%
COC(=O)C1=C(C)N(CCc2ccc(OC)c(OC)c2)C(=O)/C1=C\N(C)C,14%,2%,-4%,?,-10%,0%[57.4 µM],16%,0.6,1%
CCCCCC/C=N/Nc1nnc(Cc2ccc(OC)c(OC)c2)c(=O)[nH]1,16%,-22%,28%,?,-12%,27%,-3%,0.1,-3%

# This is a subset, so the mix of outcomes need not match the whole.
